Compound activity (PubChem)
miR-122 sensor: miR-122 Renilla sensor signal increase in Huh7, primary screen, miR-122 inhibitor project, cell-based, single point, plate reader; AID 602342, 2012; activation (reporter increase), % at 12.5 µM; actives 0.3% (n = 340,000); Huh7 miR-122 Renilla luciferase sensor, 48 h; neutral wells = 0, positive control = 100;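 active = mean replicate activation score at least 90 and every replicate individually at or above 90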;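 also: higher luciferase means less miR-122 activity so hits act as miR-122 inhibitors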
Starred values were filed as active, the others as inactive.

entry	Structure	miR-122 sensor
1	O=C(NCCc1ccccc1)C1CCCN1C(=O)Nc1ccc(F)cc1 (configuration not stated)	-3
2	CC(C)CCn1c(O)c(N=NC(=O)Cn2ccc(C(F)(F)F)n2)c2ccccc21	-17
3	COc1cc(Cl)c(C)cc1NC(=O)CSc1nnc(-c2ccccn2)n1Cc1ccco1	-14
4	Cc1ccc(C(=O)c2coc3ccc(OCC(=O)O)cc23)cc1	5
5	Cc1ccc(-n2nnnc2-c2cnn(-c3cccc(F)c3)c2C(F)(F)F)cc1	-23
6	CC(=O)C1C(c2ccco2)c2c(noc2C)CC1(C)O (configuration not stated)	-6
7	O=C1c2sc3nc4ccccc4n3c2C(=O)N1c1ccccc1Cl	1
8	O=C(NCCN1CCCCC1)c1ccco1	-7
9	c1ccc(CNCc2ccc3c(c2)OCO3)nc1	5
10	Fc1ccc(Cn2c(SCc3ccc(F)c(F)c3)nnc2C(F)(F)F)cc1	2
11	Cc1nc2ccc(S(=O)(=O)NCC(=O)N3CCC(N4CCCCC4)CC3)cc2s1	0
12	CCn1c(CC(=O)Nc2ccc(Cl)c(Cl)c2)nnc1SCc1ccc(C)cc1	1
13	CCOC(=O)CNc1ccc2c(c1)OCO2	8
14	CC1(C)CC(=O)C(C(=O)Cc2ccccc2[N+](=O)[O-])C(=O)C1	-1
15	Cc1ccc(NC(=S)NN2CCN(C)CC2)cc1	2
16	COC(=O)c1ccc(CSc2nc3ccccc3c(=O)n2-c2ccc(OC)c(OC)c2)o1	-8
17	COc1ccccc1N1CCN(S(=O)(=O)c2cccs2)CC1	6
18	O=C(/C=C/Nc1cccc(C(F)(F)F)c1)c1ccc(Oc2ncccn2)cc1	-4
19	O=C(NCc1ccccc1Cl)c1cnn2cccnc12	9
20	COc1ccccc1-n1c(=O)c2c3c(sc2n2c(SC)nnc12)CCC3	-3

Additional records
entry	Structure	miR-122 sensor
21	CC(=O)C1=C(C)NC(C)=C(C(C)=O)C1c1cccs1	1
22	COc1ccccc1-c1cc(C(=O)Nc2cccnc2)no1	43
23	CCSc1nnc(NC(NC(=O)c2ccco2)(C(F)(F)F)C(F)(F)F)s1	5
24	COc1ccc(N2C(=O)CC(Nc3cccc(C(C)=O)c3)C2=O)cc1OC (configuration not stated)	-10
25	COc1cccc(-n2nnnc2SCC(=O)Nc2cccc(NC(C)=O)c2)c1	-12
26	Cc1cccc(/C=N/NC(=O)c2ccc(Br)cc2)c1	2
27	COc1cccc(N2C(=O)CC(N3CCC(c4nc5ccccc5[nH]4)CC3)C2=O)c1 (configuration not stated)	-2
28	O=C(CCS(=O)(=O)c1cccs1)Nc1ccc(C(=O)NCc2cccs2)cc1	-5
29	CC(C)CNS(=O)(=O)c1ccc(CCC(=O)NCc2cccnc2)cc1	5
30	CCc1ccc(NC(=O)c2cc(C(C)C)on2)cc1	12
31	CC1CCN(C(=O)CSc2nnc(-c3cc4ccccc4cc3O)n2Cc2ccco2)CC1	-5
32	C=CCn1c(N)nc2ccccc21	-4
33	CCC(O)c1cc2c(cc1NC(=O)c1ccc(C)cc1)OCCO2 (configuration not stated)	14
34	Cn1c2ccccc2c2cc(C(=O)O)ccc21	-9
35	Cc1cc(C)n(-c2nnc(C)n2NS(C)(=O)=O)n1	-4
36	Cc1ccc(C2CC(=O)NC(SCC(=O)OCc3ccccc3)=C2C#N)o1 (configuration not stated)	5
37	Cc1cc2ncn(C3CC(=O)N(Cc4ccccc4)C3=O)c2cc1C (configuration not stated)	-1
38	COC(=O)c1cnn(-c2ccc(C)c(C)c2)c1-n1cccc1	6
39	CCCn1c(N)c(C(c2ccc(C(=O)OC)cc2)N2CCN(c3ccccc3)CC2)c(=O)[nH]c1=O (configuration not stated)	1
40	CCCCCCC(=O)N(O)C1CC(=O)N(c2ccc(Br)cc2)C1=O (configuration not stated)	-21

Later entries:
entry	Structure	miR-122 sensor
41	Cc1cccc(N2CCN(C(=O)Cc3ccc(Br)cc3)CC2)c1C	1
42	Cc1ccc(Cl)cc1N1CCN(S(=O)(=O)c2c(C)[nH]c(=O)[nH]c2=O)CC1	-3
43	CCCOc1cccc(NC(=O)c2c(-c3ccccc3)noc2C)c1	2
44	CC1CC(C(F)F)n2nc(C(=O)O)cc2N1 (configuration not stated)	-5
45	CCCCCCCC1CC(CSC(=N)N)OC1=O (configuration not stated)	4
46	CSc1nc(-c2ccccc2)nc(C(Cl)Cl)n1	-42
47	Cc1ccc(-c2cccc(OC(=O)c3ccccc3F)c2)cc1	0
48	CN(CCCNC(=O)c1cccc(N2CCCC2=O)c1)c1ccccc1	-4
49	Clc1ccc2c(c1)-c1nnc(Br)n1-c1ccccc1S2	-1
50	Cc1[nH]nc2c1C1(CCN(C(=O)c3ccccc3)CC1)C(C#N)=C(N)O2	-1
51	COc1ccc(Nc2nc(N)nc(CSc3nncn3C)n2)cc1	17
52	CCCn1c(SCc2ccccc2)nc2c1c(=O)[nH]c(=O)n2C	0
53	Cc1ccc(C)c(S(=O)(=O)N2CC(=O)Nc3ccccc32)c1	4
54	Cc1cccc(COc2ccccc2/C=N/Nc2ccc([N+](=O)[O-])cc2)c1	2
55	Cc1nnc(-c2cnn(-c3ccccc3)c2N)n1Cc1ccccc1	1
56	OC(COCc1ccccc1)Cn1cnc2ccccc21 (configuration not stated)	-7
57	O=C(COC(=O)C12CC3CC(CC(C3)C1)C2)N1CCN(S(=O)(=O)c2ccccc2)CC1	1
58	Clc1ccccc1OCCCCn1ccnc1	5
59	CC(=O)c1c(C(C)=O)c(C)n(NC(=O)c2ccc(Cl)cc2)c1C	9
60	CCCN1CC=C2C(C#N)=C(N)C(C#N)(C#N)C(c3cccc(OC)c3OC)C2C1 (configuration not stated)	6

Carrying on.
entry	Structure	miR-122 sensor
61	CN(CCO)C1=CC(=O)CC(C)(C)C1	-3
62	O=C(Nc1cccc(F)c1)N1CCN(C/C=C/c2ccccc2)CC1	-2
63	COC(=O)C1=C(C)NC(=O)NC1/C=C/c1ccccc1 (configuration not stated)	3
64	CCOC(=O)c1c(-c2ccccc2)csc1NC(=S)NC(=O)c1ccccc1	6
65	COC(=O)CSc1nnc(-c2ccoc2C)n1-c1ccc(C)cc1	1
66	CCC(=O)Nc1ccc(NC(=O)CN2CCCC(C)C2)c(Cl)c1 (configuration not stated)	9
67	COc1ccccc1N=c1scc(-c2ccc3c(c2)NC(=O)CO3)n1CC1CCCO1 (configuration not stated)	-3
68	COc1ccccc1-c1cc(C(F)(F)F)nc(N2CCOCC2)n1	4
69	COc1ccc(CNC(=O)CN(Cc2ccc(Cl)cc2)S(C)(=O)=O)cc1	5
70	C=CCN(CC=C)Cc1c(O)ccc2c1oc(=O)c1ccccc12	-6
71	O=C(Cn1nnc2ccccc21)NCc1ccccc1	-2
72	Cc1cc(NS(=O)(=O)c2ccc(Br)s2)no1	0
73	C=CCn1c(SCC(N)=O)nc(C)cc1=O	-2
74	COc1cccc(-c2cnc(NCc3cc(Cl)ccc3O)n2C)c1	-6
75	Cc1ccc(Cl)cc1N1CCN(Cc2nc3c(c(=O)[nH]c(=O)n3C)n2CCc2ccccc2)CC1	4
76	Cc1nnc(SCc2ccc3c(c2)OCO3)s1	-2
77	O=C(COC(=O)[C@H](Cc1ccccc1)NC(=O)c1cccs1)NC1CCCCC1	2
78	Cc1ccc2c(c1)C(CCN)C(=O)N2Cc1ccccc1 (configuration not stated)	-1
79	CC(C)c1ccc(-c2nc(N3CCCC3)nc3n[nH]c(N)c23)cc1	-6
80	O=C(O)CCN(CCC(=O)O)c1ccccc1	-5

More compounds follow:
entry	Structure	miR-122 sensor
81	c1ccc(-c2cc3n(c2)CCc2ccccc2-3)cc1	4
82	Cc1cccc2c1CC(C)(C)N/C2=C\C(N)=O	1
83	COC(=O)CSc1nnc(-c2sc3cc(OC)ccc3c2Cl)n1C	-2
84	O=c1c2ccccc2c(C=NCCCN2CCOCC2)c(O)n1Cc1ccccc1	2
85	COc1ccc(CNC(=O)Cn2cnc3c(=O)n(C)c(=O)n(C)c32)cc1	-4
86	O=C1OCCC1Sc1nnc(-c2ccc(O)cc2)o1 (configuration not stated)	-8
87	CCCS(=O)(=O)N1CCCC(C(=O)NCCCOC(C)C)C1 (configuration not stated)	-4
88	Cn1c(Cc2cccs2)nnc1SCC(=O)N1CCc2ccccc21	35
89	COc1ccc(C2CC(c3ccccc3Cl)Nc3ncnn32)cc1OC (configuration not stated)	-2
90	CCOC(=O)CC1C(=O)NCCN1C(=O)COc1ccc(Br)cc1C (configuration not stated)	-2
91	COc1ccc(-c2nn(-c3ccccc3)cc2/C=C(/C#N)C(N)=O)cc1[N+](=O)[O-]	2
92	CCN(CC)CCCNC(=O)c1cc(-c2ccc(Cl)cc2)on1	0
93	CN(C)c1nc(SCc2ccc(Cl)cc2)nc2c1CCCC2	0
94	CC(C)(C)C(=O)NC(=C(Cl)Cl)P(=O)(O)O	-4
95	CC(=O)Nc1sc2c(c1C(c1ccc(Cl)cc1)N1CCOCC1)CCCC2 (configuration not stated)	-6
96	O=C(Nc1cccc(S(=O)(=O)C(F)F)c1)c1ccc(Cl)c(S(=O)(=O)N2CCOCC2)c1	-3
97	CCOC(=O)c1cc(C)n(-n2cnnc2)c1C	-12
98	CC(C)(C)c1cccc(/C=N/O)c1O	12
99	Cn1cnnc1SCc1ccc(-c2ccc(Br)cc2)o1	4
100	COC(=O)C(NC(C)=O)(Nc1nc2ccc(S(C)(=O)=O)cc2s1)C(F)(F)F (configuration not stated)	-1

The list continues.
entry	Structure	miR-122 sensor
101	Cc1cc2nc(C(F)(F)F)[nH]c(=O)n2n1	5
102	c1cncc(Nc2nc(-c3ccncc3)cs2)c1	-1
103	N#CC12CCCCC1CC1CCCCC1(C#N)N2Cc1ccccn1 (configuration not stated)	-8
104	Cc1ccc(-c2csc(-c3c[nH]c4ccccc34)n2)cc1	2
105	CCOc1cc(C(=O)Nc2c(C)ccc3nsnc23)cc(OCC)c1OCC	-3
106	CCCCNC(=O)c1nn(-c2ccccc2OC)c(=O)c2ccccc12	-5
107	CCN1C(=O)C(C(=O)Nc2ccc(OC)cc2)C2CC1(C)Oc1ccccc12 (configuration not stated)	2
108	COc1ccc(S(=O)(=O)N(C)Cc2cccs2)cc1Br	11
109	O=C(Cc1ccccc1)Nc1ccc(N2CCN(Cc3ccccc3F)CC2)cc1	18
110	CC(=O)NCCn1c(SCC(=O)c2ccc(Cl)cc2)nc2ccccc2c1=O	-6
111	CN(C)c1ccc(C(=O)NCC2CCCO2)cc1 (configuration not stated)	-8
112	COC(=O)c1ccc(NC(=S)N2CCN(Cc3ccc(Cl)cc3)CC2)cc1	-17
113	COc1ccc(C(c2nnnn2Cc2ccc(F)cc2)N2CCN(c3ccccc3)CC2)cc1 (configuration not stated)	-3
114	COc1ccc(-c2nc(N)n(C(=O)Cc3ccccc3)n2)cc1	5
115	COc1cccc(C(=O)Nc2cccc(NC(C)=O)c2)c1	-4
116	CNC(=O)Nc1nnc(C(C)(C)C)s1	-4
117	CCC(=O)N/N=C(\C)CC(=O)Nc1cccc([N+](=O)[O-])c1	-14
118	CCCCC(=O)Nc1ccc(C(=O)N2CCN(c3ccccc3OC)CC2)cc1	4
119	Cc1cccc(CSc2cccc3cccnc23)c1	17
120	Cc1ccc(-c2nnc(CSc3nnc(C)s3)o2)cc1	1

Among those listed so far, 4 contain a nitro group on carbon.
entry	Structure	miR-122 sensor
14	CC1(C)CC(=O)C(C(=O)Cc2ccccc2[N+](=O)[O-])C(=O)C1	-1
54	Cc1cccc(COc2ccccc2/C=N/Nc2ccc([N+](=O)[O-])cc2)c1	2
91	COc1ccc(-c2nn(-c3ccccc3)cc2/C=C(/C#N)C(N)=O)cc1[N+](=O)[O-]	2
117	CCC(=O)N/N=C(\C)CC(=O)Nc1cccc([N+](=O)[O-])c1	-14

The listing continues.
entry	Structure	miR-122 sensor
121	Nn1c(SCC(=O)Nc2ccc3c(c2)OCCO3)nnc1C(F)(F)F	-4
122	Cc1ccnc(N2CCC(C(=O)Nc3cccc(C(F)(F)F)c3)CC2)n1	-24
123	COc1ccc(-c2nc(-c3ccc4c(c3)OCO4)[nH]c2-c2ccc(OC)cc2)cc1	37
124	CC(C)C(=O)Nc1ccc(N2CCN(C(=O)c3cccs3)CC2)cc1	1
125	COc1ccc(OC)c(N(CC(=O)N2CCN(c3cc(Cl)ccc3C)CC2)S(C)(=O)=O)c1	10
126	COc1cc(C(=O)Nc2nc(N)n(-c3ccccc3)n2)cc(OC)c1OC	4
127	OCc1nc(CO)n(Cc2ccccc2)n1	-2
128	Cc1ccc(S(=O)(=O)N2CCCC(C(=O)NCCc3ccc4c(c3)OCO4)C2)cc1 (configuration not stated)	1
129	Cn1c(NC(=O)c2cc(-c3ccc4c(c3)OCO4)nc3ccccc23)cc(=O)n(C)c1=O	15
130	COc1ccccc1C1(CC(=O)O)CCOC(C)(C)C1 (configuration not stated)	0
131	Cc1ccc(C)n1-n1cnc2scc(-c3cccs3)c2c1=O	-2
132	COc1ccccc1C(=O)Nc1ccc2c(c1)OCCO2	9
133	O=C(NCC1CCCO1)c1ccccc1NC(=O)c1cccc2ccccc12 (configuration not stated)	24
134	CC1(C)CC(=O)C(C=NCCN2CCN(C(=O)c3ccc(Br)cc3)CC2)=C(O)C1	4
135	CCOC(=O)C(NCc1ccc2c(c1)OCO2)(NC(=O)c1ccccc1)C(F)(F)F (configuration not stated)	-3
136	CC(=O)NS(=O)(=O)c1ccc(N=c2ssc3c2-c2cc(C)ccc2NC3(C)C)cc1	7
137	CC(=O)c1ccc(-c2nc3c4ccccc4ccn3c2C(C)=O)o1	-7
138	CCOc1ccccc1NC(=O)CSc1nnc(-c2cnccn2)n1C	0

Sorted by the number under miR-122 sensor (descending): 6 from the list above.
| no. | smiles | miR-122 sensor |
| --- | --- | --- |
| 133 | O=C(NCC1CCCO1)c1ccccc1NC(=O)c1cccc2ccccc12 (configuration not stated) | 24 |
| 84 | O=c1c2ccccc2c(C=NCCCN2CCOCC2)c(O)n1Cc1ccccc1 | 2 |
| 11 | Cc1nc2ccc(S(=O)(=O)NCC(=O)N3CCC(N4CCCCC4)CC3)cc2s1 | 0 |
| 78 | Cc1ccc2c(c1)C(CCN)C(=O)N2Cc1ccccc1 (configuration not stated) | -1 |
| 40 | CCCCCCC(=O)N(O)C1CC(=O)N(c2ccc(Br)cc2)C1=O (configuration not stated) | -21 |
| 5 | Cc1ccc(-n2nnnc2-c2cnn(-c3cccc(F)c3)c2C(F)(F)F)cc1 | -23 |

A portion of the library (hit frequency here may not be typical).
